Source: PubChem BioAssay
Rin1 Abl inh – blocks binding of human Rin1 to Abl. P00519+Q13671. TR-FRET Rin1/Abl binding, biochemical. inhibition, % at 7.35 µM. actives 0.4% (n = 360,000). AID 588664; in the data active = inhibition above about 5%, passing the limit was not always enough
NadD block – NadD (S. aureus) enzyme inhibition; purified NadD enzyme, colorimetric absorbance read-out; inhibition, % at 20 µM; actives 0.78% (n = 360,000); in the data active = inhibition above about 26%; also: some compounds past the cut are filed as inactive
SKN-1 inh – inhibitors of C. elegans SKN-1; C. elegans VP596 Pgst-4::GFP/RFP ratio, acrylamide-induced, 24 h; inhibition, % at 21.8 µM; actives 0.49% (n = 360,000);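 active = interference check ratio from 0.5 to 1.5 plus GFP to RFP signal ratio inhibition reaching or exceeding a fixed threshold, cut at about 30% in these data, passing the limit was not always enough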; also: some compounds called inactive have numbers as strong as hits
FAS-TE inh – inhibitors of human fatty acid synthase thioesterase domain; P49327; recombinant FAS-TE, OMFH fluorogenic substrate, fluorescence endpoint; inhibition, % at 15 µM; actives 0.67% (n = 360,000);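 active = compounds whose normalised, plate-corrected inhibition of enzyme fluorescence in the single-dose primary screen is 50% or more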;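 also: 0% = DMSO with enzyme and 100% = substrate without enzyme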
MT1-MMP act inh – inhibitors of human MT1-MMP activation; AID 651647; HT1080 RFP-PRO-GFP cells, GFP/RFP ratio fluorescence, overnight; percent of plate control window, DMSO zero; P50281; actives 0.061% (n = 360,000); GFP/RFP ratio change, % at 20 µM;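 active = GFP/RFP ratio change of at least 30% with cell ATP level not reduced by more than half and red fluorescence within 50% of control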; also: strong numbers were not always called active
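Material – HT1080 RFP-PRO-GFP cells · Control set – DMSO wells and RFP-L50D-GFP cells · Incubation – overnight cell settling, then overnight compound exposure, 37 °C, 5% CO2 · Compound dosing – single-point 20 µM compound, 1% DMSO · Read-out – GFP/RFP fluorescence ratio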
CSN inh – blocks human CSN-mediated cullin deneddylation | Purified CSN, SCF-Nedd8-OG deneddylation, fluorescence polarization | actives 0.38% (n = 360,000) | Q92905 | inhibition, % at 12.5 µM | AID 651999;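 active = pattern-corrected inhibition above about 35%, with an unprinted fluorescence ratio check between 0.5 and 1.5, limit read from the data, passing the limit was not always enough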;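 also: 0% = enzyme with substrate and 100% = substrate without enzyme; some results filed as inactive read as strong as hits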
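Test system: Human Csn5 produced in HEK293T cells | Compound: 12.5 µM single point | Times: 90 min, room temperature | Signal: Fluorescence polarization readout | Read-out basis: % inhibition of substrate cleavage by Csn5 | Controls: no-enzyme wells high, enzyme-with-substrate wells low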
PABP1 MLLE inh – inhibitors of microRNA-mediated deadenylation, human PABP1 MLLE binding; AID 588489; actives 0.36% (n = 360,000); inhibition, % at 20 µM; P11940; GST-MLLE / FITC-PAM2 fluorescence polarization; in the data active = inhibition above about 35%, passing the limit was not always enough;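 also: plate controls were DMSO wells with GST-MLLE for no effect and wells lacking GST-MLLE protein for full effect; some results filed as inactive read as strong as hits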
Target sequence (P11940 whole entry, looked up): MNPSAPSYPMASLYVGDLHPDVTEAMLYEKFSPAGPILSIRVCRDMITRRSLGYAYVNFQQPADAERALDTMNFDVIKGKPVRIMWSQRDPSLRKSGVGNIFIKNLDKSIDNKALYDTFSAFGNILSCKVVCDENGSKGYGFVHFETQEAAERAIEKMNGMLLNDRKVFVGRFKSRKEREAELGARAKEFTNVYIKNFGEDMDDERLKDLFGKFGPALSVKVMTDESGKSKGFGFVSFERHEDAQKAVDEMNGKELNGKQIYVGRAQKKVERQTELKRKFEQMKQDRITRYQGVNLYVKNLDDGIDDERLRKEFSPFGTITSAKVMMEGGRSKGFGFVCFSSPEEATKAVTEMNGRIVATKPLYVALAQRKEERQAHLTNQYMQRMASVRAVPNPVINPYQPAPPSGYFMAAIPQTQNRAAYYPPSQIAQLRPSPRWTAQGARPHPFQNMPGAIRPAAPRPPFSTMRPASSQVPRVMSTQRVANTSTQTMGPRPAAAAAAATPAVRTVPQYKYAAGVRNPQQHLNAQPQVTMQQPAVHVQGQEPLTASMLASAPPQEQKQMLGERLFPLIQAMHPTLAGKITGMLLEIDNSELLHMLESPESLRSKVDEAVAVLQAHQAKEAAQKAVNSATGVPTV
Neddyl block – inhibitors of human cullin neddylation. P61081+Q13564. TR-FRET cullin neddylation, biochemical. calls only at 25 µM. actives 0.58% (n = 360,000); in the data active = inhibition above about 36%
Rpn11 block – blocks the human proteasome subunit Rpn11. O00487. human 26S proteasome, Ub4-pepOG fluorescence polarization; 20S core pre-blocked with epoxomicin. calls only at 20 µM. actives 0.59% (n = 360,000);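 active = inhibition at 20 µM, scaled to each plate's controls, above about 33%, limit read from the data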
Target sequence (O00487 whole entry, looked up): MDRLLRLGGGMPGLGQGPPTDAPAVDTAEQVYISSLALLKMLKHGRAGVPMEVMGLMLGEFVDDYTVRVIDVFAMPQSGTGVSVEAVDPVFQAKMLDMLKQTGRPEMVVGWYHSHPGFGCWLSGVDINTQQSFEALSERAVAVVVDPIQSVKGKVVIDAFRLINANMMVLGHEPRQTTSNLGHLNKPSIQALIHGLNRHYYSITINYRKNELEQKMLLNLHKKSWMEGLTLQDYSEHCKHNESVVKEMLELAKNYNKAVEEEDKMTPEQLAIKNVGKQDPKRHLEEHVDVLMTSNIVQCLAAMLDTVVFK
Numbers without * were called inactive; i = inactive; · = not tested or not shown.

structure	Rin1 Abl inh	NadD block	SKN-1 inh	FAS-TE inh	MT1-MMP act inh	CSN inh	PABP1 MLLE inh	Neddyl block	Rpn11 block
N#CCCN(C(=O)COC(=O)CNC(=O)c1ccc(-c2ccccc2)cc1)c1ccc(F)cc1	0	-2	-6	3	-1	3	10	i	i
Cc1ccc(CN2CC(=O)N3[C@H]4c5cc(Cl)ccc5OC[C@@H]4[C@H](c4ccccc4)[C@]3(C)C2=O)cc1	1	16	-3	84*	-2	0	-14	i	i
Cc1nc2ccc(C(=O)N3CCC(O)(Cc4ccccc4)CC3)cn2c1N(C)C(=O)CCc1ccccc1	-3	4	-3	0	4	-4	-8	i	i
Cc1cc(C)n(CC(O)CN2c3ccccc3Sc3ccccc32)n1 (configuration not stated)	2	-2	-3	12	3	1	-2	i	i
COc1ccc(C)cc1S(=O)(=O)NC1CCCCCC1	-2	-6	-8	3	0	-5	5	i	i
CCOC(=O)C1CCN(S(=O)(=O)c2ccc(Cl)cc2OC)CC1	-2	-7	9	0	0	-1	-7	i	i
O=c1ccc(-c2ccccc2)no1	-2	2	8	-2	-1	6	5	i	i
CC(=O)N1CCOc2ccc(S(=O)(=O)N3CCC(C(=O)Nc4cc(C)cc(C)c4)CC3)cc21	2	-1	-14	10	4	-1	7	i	i
O=C(Nc1cccc(NC(=O)c2ccco2)c1)c1ccc([N+](=O)[O-])cc1	-1	1	-7	7	2	2	-4	i	i
O=C(Cn1c(=O)[nH]c2ccsc2c1=O)NC1CCCCCC1	-2	2	-7	-6	10	-1	2	i	i
Cc1ccc(C(=O)O)cc1-n1c(C)cc(C=O)c1C	-2	7	3	-6	0	8	-1	i	i
CCN(c1cccc(C)c1)S(=O)(=O)c1ccc(-c2ccc(=O)[nH]n2)o1	-5	0	-8	-4	2	3	-10	i	i
CC(=O)N1N=C(c2cccc(NS(C)(=O)=O)c2)CC1c1ccc2c(c1)OCO2 (configuration not stated)	-4	-2	6	6	0	-4	6	i	i
COc1cccc(-c2cc(C(F)(F)F)n3nc(C(=O)N4CCCCC4c4cccnc4)cc3n2)c1 (configuration not stated)	0	2	7	18	-5	-5	-22	i	i
NC(=O)c1ccsc1NC(=O)CS(=O)(=O)c1ccccc1	7	2	16	-7	5	-5	8	i	i
Cc1cccc(-c2ccc3[nH]c4c(c3c2)CCN2C[C@@H]([C@H](C)O)[C@@H](N(C)C(=O)Nc3ccc(F)cc3)C[C@@H]42)c1	0	12	19	16	-7	0	-14	i	i
COC(=O)c1sccc1NC(=O)c1ccccc1F	2	-7	6	4	-4	2	8	i	i
CCc1cc2c(=O)[nH]c(N3CCCC3)nc2s1	1	-2	12	-9	-4	-1	-12	i	i
CCCCN1CCC(CN2C(=S)NC[C@@H]2CC(C)C)CC1	0	0	-8	-10	0	-4	-17	i	i
CCOC(=O)c1c(NC(=O)/C=C/c2ccco2)sc(C)c1C	2	18	16	3	1	4	15	·	i
CCSc1nnc(NC(=O)c2cc3c(s2)CCCC3)s1	2	-2	0	-6	8	6	20	i	i
CC(C)C(=O)NNC(=O)c1ccccn1	-1	-7	8	-9	8	0	-16	i	i
COc1ccc(-c2nc(SC)n(C(=O)c3ccco3)n2)cc1	-2	-7	4	13	2	-2	-1	i	i
COc1ccccc1Cc1noc(-c2cc(Cl)ccc2OC)n1	-4	-5	14	18	-2	-5	4	i	i
COc1ccccc1-c1cnc(C(O)c2cc(C)ccc2C)[nH]1 (configuration not stated)	1	-7	5	-5	-5	0	-10	i	i
NNC(=O)CSc1cccc2cccnc12	1	0	4	-12	4	-6	0	i	i
C[C@@H]1CC=C[C@H]2[C@H]1C(=O)N(Cc1ccccc1)[C@H]2c1ccc(-c2ccoc2)cc1F	-1	4	-5	18	-6	-1	14	i	i
O=C(CCCc1ccccc1)NCCc1ccccc1	0	-9	1	4	-1	-1	-3	i	i
O=C(CSc1ccc(-c2cccnc2)nn1)Nc1ccc(F)cc1	-2	-3	5	-5	1	1	12	i	i
Cc1oc(-c2ccccc2F)nc1CS(=O)(=O)CC(=O)NCCCN1CC(C)CC(C)C1 (configuration not stated)	4	-6	17	-4	0	0	6	i	i
COc1ccccc1CNC(=O)C1CCCC1	1	0	-5	-6	1	-5	-12	i	i
Cc1[nH]c2ccccc2c1C(=O)CSc1nc2cc(S(=O)(=O)N3CCCCC3)ccc2o1	0	18	9	24	·	100*	-107	i	i
CC(OC(=O)CNS(=O)(=O)c1ccc(C#N)cc1)C(=O)Nc1cccc(C#N)c1 (configuration not stated)	2	-4	5	-7	0	-1	-4	i	i
CN(CC(=O)N1CCCCC1)S(=O)(=O)c1ccc(Cl)cc1	4	0	-1	-1	0	-3	-7	i	i
CCN(CC)C(=O)COc1ccc(N(C)S(=O)(=O)c2ccc(NC(C)=O)cc2)cc1	0	-6	-6	0	-1	1	-3	i	i
CCN(CC)C(=O)/C(=C/c1ccc(F)cc1)NC(C)=O	2	2	-6	-11	-3	0	15	i	i
Cc1nc(SCC(=O)NC2CCCCC2C)c(C#N)c(C)c1C (configuration not stated)	-2	-2	3	18	-3	1	3	i	i
Cc1c(NC(=O)CSc2nnc(N)s2)c(=O)n(-c2ccccc2)n1C	1	5	4	-9	4	5	10	i	i
C#CCOc1c(/C=C\c2nc(O)c([N+](=O)[O-])c(=O)[nH]2)cc(Br)cc1OC	-1	2	-4	-3	2	5	1	i	i
CSc1nnc(-c2cccs2)n1-c1ccccc1	2	-7	0	-4	-1	-2	4	i	i

Given as labelled records: part of the list above.
> COc1cccc(-c2cc(C(F)(F)F)n3nc(C(=O)N4CCCCC4c4cccnc4)cc3n2)c1 (configuration not stated)
  Rin1 Abl inh: 0
  NadD block: 2
  SKN-1 inh: 7
  FAS-TE inh: 18
  MT1-MMP act inh: -5
  CSN inh: -5
  PABP1 MLLE inh: -22
  Neddyl block: i
  Rpn11 block: i
> NC(=O)c1ccsc1NC(=O)CS(=O)(=O)c1ccccc1
  Rin1 Abl inh: 7
  NadD block: 2
  SKN-1 inh: 16
  FAS-TE inh: -7
  MT1-MMP act inh: 5
  CSN inh: -5
  PABP1 MLLE inh: 8
  Neddyl block: i
  Rpn11 block: i

Additional results:
structure	Rin1 Abl inh	NadD block	SKN-1 inh	FAS-TE inh	MT1-MMP act inh	CSN inh	PABP1 MLLE inh	Neddyl block	Rpn11 block
O=C(NCc1ccc(F)cc1)Nc1nnc([C@@H]2C[C@H](O)[C@@H](CO)O2)s1	-2	-11	8	-10	-2	-2	2	i	i
CCCn1nc(NS(=O)(=O)c2ccccc2[N+](=O)[O-])c2cc3ccccc3nc21	-4	8	3	-3	-1	-1	15	i	i
N#CCCN1CCN(C(=S)c2ccc(-c3cc(Cl)ccc3Cl)o2)CC1	1	15	22	26	-4	1	15	i	i
COc1ccc(NC(=O)COC(=O)c2cccc(S(=O)(=O)N(C)C)c2)cc1	0	-5	6	0	3	1	-4	i	i
O=S1CC/C(=N\O)c2ccccc21 (configuration not stated)	1	6	-25	-11	3	-6	-11	i	i
CN(c1ccc(OCC(=O)OCC(=O)NCc2ccco2)cc1)S(=O)(=O)c1ccc2ccccc2c1	1	-6	8	10	-4	2	-5	i	i
CCOC(=O)[C@]12CCCC=C1N(CCC1=CCCCC1)C(=O)[C@H](CC(=O)N1CCSCC1)C2	·	·	3	·	4	-5	·	i	·
Cc1ccccc1-c1noc(CCC(=O)NCc2ccco2)n1	-2	-3	1	-3	-1	1	2	i	i
CC(C)CNC(=O)/C=C/C=C/c1ccc2c(c1)OCO2	4	-4	4	-3	0	0	6	i	i
CC(OC(=O)CNS(=O)(=O)/C=C/c1ccccc1)C(=O)Nc1ccc(S(=O)(=O)N2CCCC2)cc1 (configuration not stated)	2	-4	-2	2	1	-5	-8	i	i
C[C@H](NC(=O)c1ccco1)C(=O)N1CCCC1	1	-2	19	-5	-1	-2	-2	i	i
COc1ccc(C(=O)N/N=C(/C)c2cccc(NC(=O)c3ccccc3F)c2)cc1	0	4	-6	-8	4	1	-6	i	i
N=C1C(c2ccccc2)=C(O)CN1CCO	1	-5	5	-12	·	-2	6	i	i
Cc1ccc(C)c(C(=O)NC(C)CCc2ccccc2)c1 (configuration not stated)	-3	-4	4	-2	2	5	2	i	i
CCOc1ccc(NC(=O)CC2C(=O)N(c3ccccc3)C(=O)N2Cc2ccco2)cc1 (configuration not stated)	-4	-4	1	-1	3	1	5	i	i
O=c1[nH]c2cc(Cl)c(Br)cc2o1	1	3	35*	-7	1	2	-22	i	i

Look-ups from the results shown:
CCN(CC)C(=O)COc1ccc(N(C)S(=O)(=O)c2ccc(NC(C)=O)cc2)cc1 | SKN-1 inh = -6
O=C(Cn1c(=O)[nH]c2ccsc2c1=O)NC1CCCCCC1 | FAS-TE inh = -6
CSc1nnc(-c2cccs2)n1-c1ccccc1 | Rin1 Abl inh = 2
CN(c1ccc(OCC(=O)OCC(=O)NCc2ccco2)cc1)S(=O)(=O)c1ccc2ccccc2c1 | SKN-1 inh = 8
CCOC(=O)[C@]12CCCC=C1N(CCC1=CCCCC1)C(=O)[C@H](CC(=O)N1CCSCC1)C2 | CSN inh = -5

(more compounds)
structure	Rin1 Abl inh	NadD block	SKN-1 inh	FAS-TE inh	MT1-MMP act inh	CSN inh	PABP1 MLLE inh	Neddyl block	Rpn11 block
COc1ccc(C(=O)C2CCCN(C(=O)c3ccc(F)cc3)C2)cc1OC (configuration not stated)	0	-8	10	-3	-1	-3	-9	i	i
Cc1cc(C)c(C(=O)N2CCCC(Nc3ccc(C)c(C)c3)C2)o1 (configuration not stated)	-3	1	12	-2	-3	0	15	i	i
CC(=O)NC(c1cccc(F)c1)c1nc(-c2ccc3ccccc3c2)cs1 (configuration not stated)	0	-6	9	19	2	-2	-9	i	i
COc1ccc(C(=O)NC(=S)Nc2ccc(CN3CCCCC3)cc2)cc1Cl	0	-5	0	1	3	-4	32	i	i
CCOc1ccc(NC(=O)C2CCCN2S(=O)(=O)c2ccc(OCC)cc2)cc1 (configuration not stated)	4	-11	9	0	0	-2	-9	i	i
CC(=O)c1ccc(OC(=O)COc2ccccc2Cl)cc1	1	-2	6	7	-8	0	18	i	i
CN(c1ccc(F)cc1)S(=O)(=O)c1ccc(Cl)c(C(=O)Nc2ccncc2)c1	1	3	-2	3	-3	-4	-2	i	i
CC(C)CC(N)c1csc(NC(=O)Nc2ccccc2-c2ccccc2)n1 (configuration not stated)	-1	12	14	1	-5	4	2	i	i
COc1cccc(/C=N\NC(=O)c2ccc(Cn3cc(Br)c([N+](=O)[O-])n3)o2)c1O	-1	21	-4	16	-4	-3	-2	i	i
CN(Cc1nc2ccccc2n1C)S(=O)(=O)c1ccc(F)cc1	4	-2	8	-6	4	2	5	i	i
Cc1cc(C)n(-c2ccc(C(=O)Nc3nnc(C)s3)cc2)n1	1	-6	-5	-6	0	-2	-12	i	i
CCCOc1ccc(-c2cc(C(=O)NCC3CCCO3)c3ccccc3n2)cc1 (configuration not stated)	0	0	8	18	0	-1	-4	·	i
COc1cc(CN2C[C@@H](CO)O[C@@H](n3cnc4c(N(C)C(C)C)ncnc43)C2)cc(OC)c1OC	0	5	17	-13	5	2	-7	i	i
CCOc1ccc(-c2nc[nH]c2[N+](=O)[O-])cc1	2	-20	26	-4	0	2	-3	i	i
O=C(OCCCOC(=O)c1ccc(O)cc1)c1ccc(O)cc1	19*	-3	-3	4	-5	-1	4	i	i
C/C(=N/NC(=O)CNC(=O)COc1cccc(C)c1)c1ccco1	-1	-7	-14	-4	-2	4	-5	i	i
Cc1oc(-c2ccccc2Cl)nc1CS(=O)(=O)CC(=O)NCCN1CCOCC1	-3	0	-6	-12	3	-1	-3	i	i
